# LMPTP inh = LMPTP phosphatase inhibitors, primary screen, biochemical, fluorescence intensity, uHTS; Low molecular weight phosphotyrosine protein phosphatase (Homo sapiens), P24666; recombinant LMPTP-A, OMFP fluorogenic substrate; inhibition, % at 20 µM; 0.22% of 360,000 active;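 active = compounds that cut the enzyme signal by at least half of the control window in the single-dose screen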;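 also: plate controls were DMSO wells with enzyme plus substrate for no effect and substrate without enzyme for full effect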
#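 Test system: LMPTP-A phosphatase enzyme. Amount: LMPTP-A at 0.625 nM final in the reaction. Reagent: OMFP substrate, 400 µM final. Times: 50 min at room temperature. Signal: endpoint fluorescence intensity from OMFP dephosphorylation. Read-out basis: % inhibition. Benchmarks: no-enzyme and uninhibited controls.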
# NadD inh = inhibitors of S. aureus NadD, primary screen, biochemical, colorimetric, uHTS; Nicotinate-nucleotide adenylyltransferase NadD (Staphylococcus aureus N315); purified NadD enzyme, colorimetric absorbance read-out; inhibition, % at 20 µM; 0.78% of 360,000 active; in the data active = inhibition above about 26%; also: some compounds past the cut are filed as inactive
# SUMO1 PPI mod = modulators of SUMO1 protein-protein interactions, primary screen, biochemical, uHTS; SUMO1 binding to a labelled peptide, TR-FRET, 1 h; inhibition, % at 20 µM; 0.33% of 360,000 active; in the data active = inhibition above about 37%
# DNMT1 inh = human DNMT1 methyltransferase inhibitors, primary screen, biochemical, molecular beacon, fluorescence, HinP1I cleavage, uHTS. inhibition (reported as % activation of signal), % at 10 µM. 0.83% of 360,000 active. AID 588458, 2011; in the data active = inhibition above about 50%
# SKN-1 block = suppressors of acrylamide-induced Pgst-4::GFP reporter in worms, primary screen, SKN-1 inhibitor project, whole organism, uHTS, GFP/RFP fluorescence ratio, strain VP596. 0.49% of 360,000 active. inhibition, % at 21.8 µM. C. elegans VP596 Pgst-4::GFP/RFP ratio, 24 h;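 active = interference check ratio from 0.5 to 1.5 plus GFP to RFP signal ratio inhibition reaching or exceeding a fixed threshold, cut at about 30% in these data, passing the limit was not always enough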; also: some compounds called inactive have numbers as strong as hits
# CendR NRP1 mod = modulators of CendR peptide binding to NRP-1, primary screen, biochemical, fluorescence polarization, uHTS; inhibition, % at 25 µM; Neuropilin-1 (Homo sapiens), O14786; 0.85% of 360,000 active; FAM-RPARPAR peptide binding to NRP-1; AID 602438, 2012;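 active = inhibition or corrected inhibition above about 18%, plus a signal ratio from 0.5 to 1.5, limit read from the data, passing the limit was not always enough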; also: strong numbers were not always called active
# Target sequence (O14786 whole entry, looked up): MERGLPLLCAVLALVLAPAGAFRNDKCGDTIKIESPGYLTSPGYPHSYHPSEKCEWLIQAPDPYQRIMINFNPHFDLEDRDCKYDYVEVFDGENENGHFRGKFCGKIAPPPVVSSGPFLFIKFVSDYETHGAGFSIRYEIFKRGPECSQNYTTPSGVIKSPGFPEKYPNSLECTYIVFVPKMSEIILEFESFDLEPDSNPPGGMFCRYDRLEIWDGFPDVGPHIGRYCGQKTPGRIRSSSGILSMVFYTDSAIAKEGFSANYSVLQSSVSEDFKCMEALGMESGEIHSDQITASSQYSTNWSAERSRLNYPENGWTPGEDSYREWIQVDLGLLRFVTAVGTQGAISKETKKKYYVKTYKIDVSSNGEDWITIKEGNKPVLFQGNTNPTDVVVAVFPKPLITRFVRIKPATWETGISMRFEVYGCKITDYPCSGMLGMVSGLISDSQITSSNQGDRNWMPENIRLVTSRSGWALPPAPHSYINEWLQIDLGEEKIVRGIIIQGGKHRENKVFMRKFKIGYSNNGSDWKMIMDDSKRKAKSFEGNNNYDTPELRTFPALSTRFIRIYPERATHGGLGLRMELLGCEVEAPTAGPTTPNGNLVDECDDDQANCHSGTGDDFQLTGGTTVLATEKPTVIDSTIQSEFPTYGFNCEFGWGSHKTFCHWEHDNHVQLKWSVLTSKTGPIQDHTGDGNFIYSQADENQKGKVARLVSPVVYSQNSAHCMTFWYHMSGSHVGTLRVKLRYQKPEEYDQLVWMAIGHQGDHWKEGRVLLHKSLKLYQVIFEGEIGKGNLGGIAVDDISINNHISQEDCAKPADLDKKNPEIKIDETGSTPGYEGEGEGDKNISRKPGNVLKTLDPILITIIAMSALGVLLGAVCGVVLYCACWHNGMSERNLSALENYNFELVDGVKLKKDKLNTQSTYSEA
# Neddyl block = inhibitors of cullin neddylation, primary screen, biochemical, TR-FRET, uHTS, NAE and Ubc12 | calls only at 25 µM | 0.58% of 360,000 active; in the data active = inhibition above about 36%
# STEP inh = STEP phosphatase inhibitors, primary screen, biochemical, fluorescence intensity, uHTS | inhibition, % at 20 µM | 0.25% of 360,000 active | recombinant STEP, OMFP fluorogenic substrate | Tyrosine-protein phosphatase non-receptor type 5 (Homo sapiens), P54829;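 active = inhibition at 20 µM, scaled per plate between control wells, above about 37%, limit read from the data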;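 also: 0% = DMSO with enzyme and substrate and 100% = substrate only without enzyme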
#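 System: isolated STEP enzyme; schedule: 20 min enzyme reaction at room temperature, protected from light; medium: Bis-Tris buffer pH 6.0, 2.5 mM DTT, 0.005% Tween 20; signal: fluorescence, 480/540 nm; dosing: single compound dose of 20 µM, 1% DMSO final; also added: OMFP substrate, 25 µM final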
# TbMetRS inhib = T. brucei MetRS inhibitors, primary screen, biochemical, luminescence; AID 624268, 2012; purified T. brucei MetRS, ATP depletion, Kinase-Glo luminescence; methionyl-tRNA synthetase (Trypanosoma brucei brucei); 0.4% of 360,000 active; inhibition, % at 11.9 µM;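 active = inhibition above a per-plate cutoff of the control wells' mean inhibition plus 3 SD, cut at about 5.5% in these data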;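 also: 0% = DMSO wells median and 100% = median of wells with control inhibitor compound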
#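 Assay system: T. brucei methionyl-tRNA synthetase, purified | Medium: HEPES buffer with MgCl2, KCl, DTT, spermine, BSA, pyrophosphatase | Compound: 11.9 µM single point | Incubation: 15 min enzyme-compound preincubation, 2 h reaction, 10 min detection, 25 °C | Measured by: Kinase-Glo luciferase luminescence reporting remaining unconsumed ATP | Measure: % inhibition normalized to control-well medians | Replication: Singlicate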
# Scp1 inh = Scp-1 phosphatase inhibitors, primary screen, biochemical, colorimetric, uHTS; inhibition, % at 20 µM; Recombinant Scp1, phosphopeptide, malachite green phosphate absorbance; 0.88% of 340,000 active; Carboxy-terminal domain RNA polymerase II polypeptide A small phosphatase 1 (Homo …;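 active = inhibition above about 50% at 20 µM, limit read from the data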;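 also: plate controls were DMSO wells with enzyme for no effect and wells lacking enzyme for full effect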
# Target sequence (Q9GZU7 76-261 limits assumed): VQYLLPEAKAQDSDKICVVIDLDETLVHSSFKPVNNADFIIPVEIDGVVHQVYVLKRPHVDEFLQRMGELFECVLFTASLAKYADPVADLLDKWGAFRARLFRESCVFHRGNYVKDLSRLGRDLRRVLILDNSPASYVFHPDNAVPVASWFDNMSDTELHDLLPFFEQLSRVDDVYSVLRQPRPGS
#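 Test system – truncated SCP-1 phosphatase (76-261aa) · Reagent – Phosphorylated 17-residue peptide substrate · Incubation – 45 min room-temperature reaction, 5 min colour, 30 min stabiliser · Detection – colorimetric phosphate reagent with accelerator and stabiliser, absorbance at 630 nm · Measure – % inhibition at 20 µM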
# An asterisk follows results filed as active; i = inactive; x = not tested or not shown.
Molecule,TbMetRS inhib,SKN-1 block,SUMO1 PPI mod,DNMT1 inh,LMPTP inh,CendR NRP1 mod,STEP inh,Neddyl block,NadD inh,Scp1 inh
NC(=O)C1CCN(C2=C(NS(=O)(=O)c3ccc(Br)cc3)C(=O)c3ccccc3C2=O)CC1,-0.1,8,-10,-10,3.8,17,8,i,5,-2
O=C(CN1CCN(S(=O)(=O)c2ccc(F)cc2)CC1)Nc1cccc(C(F)(F)F)c1,0.1,15,27,-3,-0.2,-22,4,i,-4,7
CS(=O)(=O)Nc1ccc(C(=O)Nc2ccc(S(=O)(=O)Nc3nccs3)cc2)cc1,-0.1,-3,4,5,-2.2,-4,0,i,-1,-10
C=CC[C@@H](CC(=O)N(CCO)Cc1ccccc1)C(=O)N[C@H](COC(=O)[C@@H](CC=C)CC(=O)OC(C)(C)C)c1ccccc1,-0.6,-3,-1,2,0.3,17,1,i,-7,-4
O=[N+]([O-])c1cnn2cc(Br)cnc12,-0.1,-13,-18,1,-0.7,-6,0,i,6,-3
COc1ccc(Cl)cc1Nc1nc(NCCO)nc(N2CCCC2)n1,-0.8,-19,0,-5,0.9,7,0,i,-9,3
COc1ccc(Cn2c(=O)[nH]c3cc(OC)c(OC)cc3c2=O)cc1,-0.1,2,-1,6,-0.4,9,-1,i,-2,-5
C/C(CC(=O)Nc1cc(Cl)ccc1Cl)=N\NC(N)=S,-0.7,-43,-1,4,0.1,6,0,i,0,3
COc1ccccc1CCNC(=O)c1ccc2nc[nH]c2c1,-0.3,-3,1,6,2.4,-1,2,i,2,20
O=S(=O)(c1cccc2nsnc12)N1CCN(c2ccccc2F)CC1,0.3,2,-25,0,1.0,-2,4,i,-6,-4
Cc1cc(C)c(S(=O)(=O)NC2CCN(Cc3ccccc3)CC2)c(C)c1,0.2,-2,-2,2,-1.2,2,-2,i,-5,-3
COC(=O)C(C)N1C(=O)S/C(=C\c2ccc(-c3ccc(C(=O)O)cc3C)o2)C1=O (stereo unspecified),0.0,11,-3,19,2.3,-78,8,i,18,64*
[O-]/[N+](=C\c1ccccc1)[C@@H]1CCCC[C@@H]1/[N+]([O-])=C/c1ccccc1,-2.0,17,-3,-9,-0.9,-5,1,i,-2,-7
CCn1c(SCC(=O)NC2CC2)nnc1-c1cccc(OC)c1,-0.3,-1,0,1,-0.2,14,0,i,-4,-1
CCOCC(=O)NCc1ccc2c(c1)OCO2,-0.1,7,2,-4,0.1,-6,-5,i,-2,-6
CC(=O)c1ccc(S(=O)(=O)N2CCN(C(=O)c3ccc(-n4cncn4)c([N+](=O)[O-])c3)CC2)cc1,2.3,-16,-30,0,-1.3,12,0,i,-4,-4
O=C(NC(Cc1c[nH]c2ccccc12)C(=O)O)/C(=C\c1ccc2c(c1)OCO2)NC(=O)c1ccccc1 (stereo unspecified),-1.4,-19,-1,0,0.4,5,-2,i,1,-4
O=C1CCN(Cc2ccccc2)C(=S)N1,-0.3,1,27,0,-1.8,17,-5,i,-2,-13
CC(=O)N1CCOc2ccc(S(=O)(=O)N3CCC(C(=O)NCc4ccccc4)CC3)cc21,0.8,-6,4,4,0.5,-1,3,i,0,8
COc1ccc2nc(NC(=O)CCn3cccc3)sc2c1,-0.3,3,8,-2,-0.6,-2,1,i,-4,6
Cc1cccc(C)c1NC(=O)CN1C(=O)NC(C)(C2CC2)C1=O (stereo unspecified),0.0,17,2,1,-1.3,9,-1,i,3,-5
COC(=O)c1ccccc1S(=O)(=O)N1CCC(C(=O)OC(C)C(=O)NC(N)=O)CC1 (stereo unspecified),-0.7,-8,3,5,-0.4,3,-1,i,-5,-2
Cc1ccc(S(=O)(=O)N(C)c2nc3ccccc3[nH]c2=S)cc1,-0.3,-11,-16,-12,5.0,2,18,i,21,-5
COC(=O)c1ccccc1S(=O)(=O)N(Cc1cc2ccc(OC)cc2[nH]c1=O)CC1CCCO1 (stereo unspecified),-0.7,6,-2,4,1.3,-2,-1,i,6,-1
O=[N+]([O-])c1ccccc1-c1ccc(/C=N/n2cnnc2)o1,-0.6,8,-12,-6,-0.9,14,4,i,13,-3
Cc1nc(SCCC(C)C)c([N+](=O)[O-])[nH]1,0.2,9,-29,94*,-0.5,-6,3,i,9,3
CCN(CC)C(=O)c1cc2cc(Br)ccc2oc1=O,-0.1,10,-5,3,-1.5,-13,-2,i,-8,-8
NNC(=O)c1ccc(COc2ccc(Br)cc2)o1,-1.6,-9,4,2,0.1,-7,-7,i,0,13
O=c1ccc2cc(S(=O)(=O)Nc3ccccc3F)ccc2o1,-0.1,0,-3,0,-1.8,-3,-2,i,-2,0
Cn1c(OCC2CCCO2)nc2cc(-c3ccccc3)sc2c1=O (stereo unspecified),-0.3,14,-27,-2,-0.1,12,4,i,5,x

# Reformatted: results already given
COC(=O)c1ccccc1S(=O)(=O)N1CCC(C(=O)OC(C)C(=O)NC(N)=O)CC1 (stereo unspecified)
  TbMetRS inhib = -0.7; SKN-1 block = -8; SUMO1 PPI mod = 3; DNMT1 inh = 5; LMPTP inh = -0.4; CendR NRP1 mod = 3; STEP inh = -1; Neddyl block = i; NadD inh = -5; Scp1 inh = -2
Cc1ccc(S(=O)(=O)N(C)c2nc3ccccc3[nH]c2=S)cc1
  TbMetRS inhib = -0.3; SKN-1 block = -11; SUMO1 PPI mod = -16; DNMT1 inh = -12; LMPTP inh = 5.0; CendR NRP1 mod = 2; STEP inh = 18; Neddyl block = i; NadD inh = 21; Scp1 inh = -5
COC(=O)c1ccccc1S(=O)(=O)N(Cc1cc2ccc(OC)cc2[nH]c1=O)CC1CCCO1 (stereo unspecified)
  TbMetRS inhib = -0.7; SKN-1 block = 6; SUMO1 PPI mod = -2; DNMT1 inh = 4; LMPTP inh = 1.3; CendR NRP1 mod = -2; STEP inh = -1; Neddyl block = i; NadD inh = 6; Scp1 inh = -1

# The listing continues.
Molecule,TbMetRS inhib,SKN-1 block,SUMO1 PPI mod,DNMT1 inh,LMPTP inh,CendR NRP1 mod,STEP inh,Neddyl block,NadD inh,Scp1 inh
O=C(NCC1CCCN1S(=O)(=O)c1cccs1)c1ccc(Cl)cc1 (stereo unspecified),-0.4,-13,-1,2,0.8,-5,-1,i,-2,-5
CCOC(=O)C1=C(COC(=O)CCC(=O)c2ccc(C)cc2)NC(=O)NC1C (stereo unspecified),-0.1,-1,2,5,-0.7,-10,-3,i,3,-5
COC(=O)c1ccc(CC2(C)C(=O)Nc3ccc(-c4cccc(C(F)(F)F)c4)cc32)o1 (stereo unspecified),0.4,39*,2,0,2.1,-12,1,i,-5,x
CN(CC(=O)N1CCN(c2ccccn2)CC1)S(=O)(=O)c1ccc2ccccc2c1,-0.3,6,-1,1,0.8,-9,1,i,6,1
CC(=O)c1cc(C#N)c(SCC(=O)OC(C)C)nc1C,-0.6,3,-2,1,-0.6,6,-3,i,0,-4
COC(=O)CNC(=O)CN(c1ccc(OC)cc1OC)S(=O)(=O)c1ccccc1,-0.6,0,0,-2,-1.4,-4,-1,i,7,3
CN(C1CCCCC1)S(=O)(=O)c1ccc(-c2ccccn2)s1,-0.5,-3,-11,0,1.9,-3,-1,i,-2,-7
CC1=NN(C(=O)c2ccncc2)C(=O)C1N=Nc1ccc2ccccc2c1 (stereo unspecified),-0.2,24,-49,-8,1.3,-16,1,i,1,2
Cc1ccc(CSCC(=O)N(C)CC(=O)Nc2ccc(Cl)c(Cl)c2)cc1,0.0,-10,1,-12,5.0,-7,-4,i,-9,-8
CN(C)c1ccc(/C=C/c2ccc3ccccc3n2)cc1,-3.2,58*,-19,-3,13,-111,-5,x,-1,-8
CC1CCN(C(=O)CSCc2ccc(Cl)cc2)CC1,-1.2,-19,0,-2,-1.5,-6,-2,i,-5,-5
CCOc1ccc(S(=O)(=O)N2CCN(C(=O)c3cccnc3)CC2)cc1,-0.1,20,-3,0,-0.2,4,-1,i,0,-15
COC(=O)C[C@H]1c2ccccc2S(=O)(=O)N1Cc1ccc(OC)cc1,-0.4,8,0,4,-1.0,-2,-2,i,-8,1
CC1=C(C(=O)OCc2ccccc2)C(c2ccccc2)NC(=O)N1CCCCCC(=O)O (stereo unspecified),0.3,-29,3,5,0.7,0,-1,i,3,-8
CCOC(=O)C1(Cc2cccc(OC)c2)CCN(CC2CC=CCC2)CC1 (stereo unspecified),0.7,-7,-2,2,0.1,-3,3,i,-4,-1
CCCn1c(=O)c(Br)cn(-c2ccccc2C)c1=O,-0.4,1,0,2,-1.6,4,-3,i,-3,-8
Cc1ccc(OCCC(=O)OCC(=O)Nc2ccc(F)cc2)cc1,-0.3,9,-2,-7,0.0,-5,-1,i,1,-3
COc1ccc(CNC(=O)CCNC(=O)c2ccc(C(C)(C)C)cc2)cc1OC,-0.4,18,3,4,-1.2,5,1,i,-4,1
CC(=O)N(CN1C(=O)c2ccc([N+](=O)[O-])cc2C1=O)c1ccc(F)cc1,-0.6,-3,-25,2,-0.4,-6,-1,i,1,-4
Cc1cc(C)c(OCC(=O)Nc2nnn(C)n2)c(Br)c1,-0.6,-7,-3,3,-0.9,8,0,i,-8,-9
O=C(c1ccc([N+](=O)[O-])cc1)N(Cc1ccc(Cl)cc1Cl)N1C(=O)CCCC1=O,0.0,7,-19,-1,-0.2,-4,-4,i,-9,3
Cc1ccc(Nc2nc(-c3cccnc3)nc3ccccc23)cc1,-0.5,30,13,5,7.5,-1,-2,x,-9,-13
COC1C=CC=C(C)C(=O)NC2=CC(=O)C(N)=C(CC(C)CC(OC)C(O)C(C)C=C(C)C1OC(N)=O)C2=O (stereo unspecified),0.2,12,-37,-11,-2.2,14,-1,i,3,2
CN(C)CCCN(C(=O)c1ccc([N+](=O)[O-])o1)c1nc2cc3c(cc2s1)OCO3,-0.2,-14,-40,-12,-1.7,4,-2,i,-11,1
COc1ccc(S(=O)(=O)NCCC(=O)Nc2ccc(C)cc2)cc1,-0.3,9,7,0,-0.1,19,2,i,-8,-3
Cc1ccc(NC(=O)c2cc(-c3cc(Cl)ccc3O)n[nH]2)cc1C,0.1,5,6,17,-1.3,7,0,i,7,-8

# Screens (PubChem BioAssay)
